# Screens: PubChem BioAssay, National Center for Advancing Translational Sciences (NCATS)
# AID inhibitor – blocks human AID cytidine deaminase activity; Q9GZX7; AID deamination FRET fluorescence, UDG-coupled, 4 h; Potency, µM (doses to about 115 µM), inactives show top-dose activity change, negative = inhibition, actives largely listed as inhibitors; 0.32% of 91,000 active; AID 1347428; further: nearly all actives have a fitted effect of over 25% in size
# Target sequence (Q9GZX7 whole entry, looked up): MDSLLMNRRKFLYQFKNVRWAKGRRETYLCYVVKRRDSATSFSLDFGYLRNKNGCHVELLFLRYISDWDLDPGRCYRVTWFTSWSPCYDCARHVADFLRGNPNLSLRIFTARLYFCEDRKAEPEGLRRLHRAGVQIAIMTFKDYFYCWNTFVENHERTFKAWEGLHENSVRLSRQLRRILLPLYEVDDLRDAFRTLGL
# UDG counterscr – blocks uracil-DNA glycosylase in AID counter-screen. AID 1347430. FRET deamination/UDG coupled assay, UDG read, 4 h. 0.14% of 91,000 active. Potency, µM (doses to about 115 µM), for inactives: top-dose activity change, negative = inhibition, most hits filed as inhibitors; further: nearly all actives have a fitted effect of over 65% in size
# Starred values were filed as active, the others as inactive; ? = inconclusive; [ ] = another dose, or the depositor's remark. The call rests on the fitted dose curve; in most records, active means well fitted curve in the direction sought with a large enough effect; inconclusive means small, poorly fitted or top-dose-only effect, or another doubt; inactive means no such curve, though single readings can be large; an effect the other way counts as inactive or inconclusive. On the % scale 0 is the no-effect control and ±100 the full control effect; potency means the concentration at half of the fitted maximal effect. Some of the compounds tested; rates above refer to the full screens.
SMILES,AID inhibitor,UDG counterscr
c1csc(CNC2CCCCCCC2)c1,-7%,3%
NC(=O)c1cc(Sc2ccc3c(c2)OCCCO3)nc2ccccc12,-12%,-5%
CN(C)S(=O)(=O)c1ccc(=O)n(CCOc2ccc(C#N)cc2)c1,-11%,-12%
COc1ccc(C2C(C(=O)Nc3cccnc3)=C(C)Nc3nc(-c4ccc(OC)c(OC)c4)nn32)cc1 (configuration not stated),1%,-7%
O=C(Cn1ccn(-c2ccc(F)c(F)c2)c(=O)c1=O)Nc1ccccc1F,34%[activator],-1%[57.5 µM]
O=C(O)CCN1CCOCC1,-3%,-3%
Cc1ccc(NC(=O)C(c2ccc(Cl)cc2)C(C)C)cc1F (configuration not stated),-13%,-12%
C[C@H](NC(=O)OC(C)(C)C)c1nnc(SCc2c(F)cccc2Cl)o1,-11%,4%
COc1cc(CNc2ccc3[nH]c(=O)[nH]c3c2)ccc1OCc1ccc(F)cc1Cl,-2%,0%
COc1ccc(N2CCN(C3=NS(=O)(=O)C(c4cccc(Br)c4)=C3C)CC2)cc1,1%,-1%
CCN(CC)S(=O)(=O)c1nnc(NC(=O)COc2ccccc2F)s1,2%,1%
N#CC(C(=O)NCc1ccccc1)c1nc2ccccc2nc1N1CCN(c2ccc(F)cc2)CC1 (configuration not stated),-4%,-4%
COC(=O)c1cc(S(=O)(=O)NCC2CCN(Cc3ccc(C)cc3)CC2)c[nH]1,14%,-29%
Cn1cc(-c2cc3n(n2)CCC(=O)N3CCCC(=O)NCc2ccccc2)c2ccccc21,-3%,-7%
CC(C)c1ccc(-c2noc(CSc3nnc4ccccn34)n2)cc1,-7%,-13%

# An excerpt from above in order of their number in AID inhibitor, low to high:
structure,AID inhibitor
CC(C)c1ccc(-c2noc(CSc3nnc4ccccn34)n2)cc1,-7%
N#CC(C(=O)NCc1ccccc1)c1nc2ccccc2nc1N1CCN(c2ccc(F)cc2)CC1 (configuration not stated),-4%
Cn1cc(-c2cc3n(n2)CCC(=O)N3CCCC(=O)NCc2ccccc2)c2ccccc21,-3%
COC(=O)c1cc(S(=O)(=O)NCC2CCN(Cc3ccc(C)cc3)CC2)c[nH]1,14%

# Following part
SMILES,AID inhibitor,UDG counterscr
Cc1ccc(-c2onc(C)c2C)cc1S(=O)(=O)N1CCC(C)CC1,?,-16%
CC1CCCCC1NC(=O)CSc1ccc2c(c1)OCCCO2 (configuration not stated),1%,0%
Cc1ccc(NC(=O)CCc2c(C)nc3c(-c4ccccc4)c(C)nn3c2C)c(C)c1,-9%,10%
Cc1c(OCC(F)(F)F)ccnc1CS(=O)c1nc2ccccc2[nH]1 (configuration not stated),-9%,0%
CCCSc1nc(SC)c2c3c(sc2n1)COC(C)(C)C3,-12%,?
CCOC(=O)CSCC(=O)NCc1cccs1,4%,5%
CC(C)(C)c1ccc(C(=O)NC(Cc2c[nH]c3ccccc23)C(=O)OCC(=O)c2ccccc2)cc1 (configuration not stated),13%,-16%
CCOc1ccc(C(=O)N(Cc2ccc(F)cc2Cl)c2ccccn2)cc1,-9%,-2%
CCOc1ccc(C(=O)NCc2sccc2C)cc1,-1%,-7%
COc1ccc(OC)c2sc(N3CCN(C(=O)CCS(=O)(=O)c4ccc(F)cc4)CC3)nc12,1%,-20%
COc1ccc(NS(=O)(=O)c2ccc3[nH]c4c(c3c2)CCCCCC4)cc1,20%[57.5 µM],2%[57.5 µM]
CCOc1ccc(Nc2c(S(=O)(=O)c3ccc(C)cc3)cnc3ccc(OC)cc23)cc1,?,-15%
CCC1CN(C(=O)N2CCC(C(=O)NCCN(C)C)CC2)c2ccccc2O1 (configuration not stated),3%,2%[57.5 µM]
CC(=O)c1sc(-c2cccc(Br)c2)nc1C,-11%,-8%
COc1ccc(Oc2c(C)oc3cc(OCc4ccccc4F)ccc3c2=O)cc1,-14%,-7%
CCc1sc(Nc2ccc(C)cc2Br)nc1-c1cc2cccc(OC)c2oc1=O,-5%,0%
COc1ccccc1-c1cc(C(=O)Nc2ccccc2C(F)(F)F)no1,10%,49%[activator]
Cc1cc2c(cc1C)-n1c(-c3ccccc3)c3c(=O)n(C)c(=O)n(C)c3c1C(c1ccco1)N2 (configuration not stated),1%,8%
COc1ccccc1CNC(=O)c1ccc(CS(=O)c2cccc(C)c2)o1 (configuration not stated),0%,0%
CCc1cccc(-n2nnc(-c3nsc(NC(=O)c4cccs4)n3)c2C)c1,1%,-5%
COC(=O)c1c(-c2ccc(F)cc2)csc1NC(=O)c1ccc(OC)cc1,-1%,-4%
Cc1ccc(-c2nc(CN3CCCC3c3nnc4ccccn34)co2)c(C)c1 (configuration not stated),-9%,8%
CCNC(=O)NC(=O)CSc1ccc2ccccc2n1,1%,-5%
Cc1ccc2oc(C(=O)Nc3ccc(S(=O)(=O)Nc4nccc(C)n4)cc3)cc(=O)c2c1,6%[57.5 µM],-10%[57.5 µM]
CCCSc1nc(N2CCOCC2)c2c(c1C#N)CCCC2,-21%,-5%
COCC(=O)N1c2nc(-c3ccco3)nn2C2(CCCCC2)[C@@H]2CCCC[C@@H]21,-1%,-2%[57.5 µM]
COc1cccc(N2C(=O)CSC23C(=O)N(CC(=O)NCc2ccc(C)cc2)c2ccccc23)c1 (configuration not stated),-11%,10%
COC(=O)c1ccccc1NC(=O)c1ccc2c(c1)CCN2S(=O)(=O)c1ccc(Cl)cc1,4%,-3%
CCOc1ccc(CCNC(=O)CCn2c(=O)c3cccn3c3cccnc32)cc1,1%,4%
CC(C)C(=O)Nc1ccccc1Sc1ccccc1,-7%,-4%
CCc1ccccc1NC(=O)c1ccc2c(c1)CCN2S(C)(=O)=O,?,4%
CC1(C)CC(=O)c2cc3c(N)c(C#N)sc3nc2C1,-3%,1%
COC(=O)c1cnc(N2CCN(c3ccccc3F)CC2)c2ccccc12,29%,-24%
Cc1ccc(C(=O)NCC(C)(C)CNC(=O)c2ccc(C)o2)o1,3%,-2%
CC(NC(=O)C1CCN(S(=O)(=O)c2ccc3nc4c(c(C(=O)O)c3c2)CCCC4)CC1)c1ccccc1 (configuration not stated),13%,-15%
Cc1ccccc1CN1C(=O)c2ccccc2Sc2ccc(C(=O)NC3CCCCC3)cc21,-12%,-1%[57.5 µM]
O=C1CCCC2=C1C(c1ccccc1Cl)CC(=O)N2c1ccc(F)cc1F (configuration not stated),-3%,1%
CCc1nn(CC(=O)NCc2ccccc2Cl)c(=O)c2cccn12,3%,14%
CCOC(=O)c1c(C)c(-c2ccccc2)n(CC(=O)NC2CCCCC2)c1C,81%[activator],4%
COc1ccc(-c2nc(CNC(=O)NC3CCCCC3)c(C)o2)c(OC)c1,5%,20%
CC(C)c1cc(-c2nc(-c3ccc(Br)cc3)no2)n[nH]1,-14%,-2%
CCCCCNC(=O)C(=O)NCC(c1ccc2c(c1)OCO2)N1CCOCC1 (configuration not stated),8%,-7%[57.5 µM]
O=C(c1ccccc1F)N1CCN(c2cn[nH]c(=O)c2Cl)CC1,-6%,7%
CCOC(=O)c1ccc(N2CC3=C(C2=O)C(c2ccc(OC)cc2)NC(=O)N3C)cc1 (configuration not stated),29%,0%
COc1ccc(CCn2c3c(c(=O)[nH]c2=O)C(NC(=O)c2ccc(Cl)cc2)(C(F)(F)F)C(=O)N3)cc1OC (configuration not stated),35%[activator],0%
O=C(OCc1nc(-c2ccc(OC(F)(F)F)cc2)no1)c1ccc2c(c1)OCO2,-23%,-2%
CSc1ccccc1C(=O)Nc1ccc(C(C)C)cc1,-2%,-2%
CC(C)Cc1nn2c(=O)cc(COC(=O)c3ccc(NC(=O)c4cccs4)cc3)nc2s1,12%,-3%
Cn1c(SCc2coc(-c3cccs3)n2)nnc1-c1ccccc1F,-2%,1%
CCN(CC)c1ccc(/C=N/S(=O)(=O)c2cccs2)cc1,?,-2%
Cc1ccc2nc(-c3cccc(NC(=O)c4cccc5ccccc45)c3)oc2c1,4%,-3%
CCOc1cccc(C(=O)Nc2cc(-c3ccc(C)cc3)no2)c1,5%,-11%
NS(=O)(=O)c1ccc(CCNc2ncnc3c2cnn3-c2cccc(Cl)c2)cc1,-21%,14%
COc1cccc(CSCC(=O)NC(C)(C#N)C(C)C)c1 (configuration not stated),1%,1%
COC(=O)CNC(=O)CSc1nc2ccccc2nc1C,1%,-6%
Cc1ccc(-c2noc(-c3occc3Br)n2)cc1,2%,2%
O=C(NCCCCc1ccccc1)C12CC3CC(CC(C3)C1)C2,-4%,2%
Cc1ccc(OCc2nc3ccc(Cl)cc3[nH]2)cc1C,-11%,2%
CC(C)c1ccc(NC(=O)c2cnn3c(C(F)F)cc(-c4ccccc4)nc23)cc1,-9%,-14%
CCOCCCNC(=O)C1CCNCC1,-4%,1%

# Further compounds follow.
SMILES,AID inhibitor,UDG counterscr
CCOC(=O)C(NC(=O)/C=C/c1ccc(C(N)=O)cc1)C(C)C (configuration not stated),1%,6%
Cc1cc(C)cc(Oc2nc(-c3ccncc3)nc3ccccc23)c1,-15%,-2%
O=C(N/N=C/c1cccs1)C(c1ccccc1)c1ccccc1,-3%,-1%
O=S(=O)(NCc1ccccc1Cn1cccn1)c1ccc(Cl)c(C(F)(F)F)c1,2%,-6%
CCC(=O)N1CCc2cc(Br)cc(S(=O)(=O)N3CCC(C(=O)Nc4ccc(OC)cc4)CC3)c21,10%,1%[57.5 µM]
Cc1ccc(CNC(=O)c2cnc3ccccc3n2)cc1,11%,-10%
S=C(Nc1ccccc1I)NC1CC1,5%,2%
Fc1ccc(OCc2cc(-c3ccccc3)on2)cc1,-7%,-8%
O=C(CN1C(=O)c2ccccc2S1(=O)=O)c1ccccc1F,8%,-6%
Cc1cnc2c(S(=O)(=O)NCC3CCN(C4CC4)C3)cccc2c1 (configuration not stated),-1%,-5%
O=C(Cn1c(SCC(=O)Nc2ccc(F)cc2)nc2ccccc21)NCc1ccccc1Cl,29%,-9%
CCc1ccc2c(c1)C(O)(CC(=O)c1ccc(Br)cc1)C(=O)N2 (configuration not stated),0%,-8%
COc1ccc(C(=O)Oc2cc(-c3ccc4c(c3)OCO4)cc(=O)c3c(C)oc(C)c23)cc1,-11%,-15%
COc1ccc(/C=C/c2nc3cc(C)ccc3s2)c(OC)c1,-13%,-4%
COc1ccc(-c2nc3n(n2)C(c2ccc(OC)c(OC)c2)C(C(=O)Nc2cccnc2)=C(C)N3)cc1 (configuration not stated),4%,-4%
N#C/C(=C/c1cc(Br)ccc1OCc1ccccc1C#N)c1cccc(F)c1,-11%,-12%
CC(C)C(NC(=O)C1CCCCC1)C(=O)O (configuration not stated),-2%,3%
O=C(CN(CCc1ccccc1)S(=O)(=O)c1ccccc1)NCc1ccc(Cl)cc1,?,0%
Cc1ccc(C2CCCN2Cc2ccc(C#N)cc2)cc1 (configuration not stated),-6%,0%
O=C(CSc1nc(-c2ccccc2)c(-c2ccccc2)o1)N1CCC1,-9%,-6%
Cc1c(C(=O)NCc2ccccc2)sc2nc[nH]c(=O)c12,5%,10%
CC(=O)c1ccc(S(=O)(=O)Nc2ccc(-c3cn4c(C)csc4n3)cc2)cc1,-1%,9%
O=C(/C=C/c1ccc(Br)cc1)c1cccc(O)c1,-16%,-8%
COC(=O)c1ccc(Cl)c(Cl)c1,4%,2%
COc1nnc(-c2ccc(N3CCOCC3)c(NC(=O)COc3cccc(C)c3)c2)c2ccccc12,?,-7%
COc1ccc(Cn2ccc3nc(C)c(C(=O)Nc4ccc(OC(F)(F)F)cc4)cc3c2=O)cc1,21%,11%
Cc1ccc(C)c(NC(=O)CSc2ccc3nc(-c4ccccc4)cn3n2)c1,-3%,-5%
CCOC(=O)c1cnc2c(C)cccc2c1Nc1ccc(OC(C)C)cc1,-15%,-8%
CCOC(=O)c1c(C)sc2c1OC(N)=C(C#N)C21C(=O)N(Cc2ccccc2F)c2ccccc21 (configuration not stated),57%[activator],?

# Seven of the compounds above, with bars between the fields.
SMILES | AID inhibitor | UDG counterscr
CC(=O)c1ccc(S(=O)(=O)Nc2ccc(-c3cn4c(C)csc4n3)cc2)cc1 | -1% | 9%
O=C(/C=C/c1ccc(Br)cc1)c1cccc(O)c1 | -16% | -8%
COC(=O)c1ccc(Cl)c(Cl)c1 | 4% | 2%
COc1nnc(-c2ccc(N3CCOCC3)c(NC(=O)COc3cccc(C)c3)c2)c2ccccc12 | ? | -7%
COc1ccc(Cn2ccc3nc(C)c(C(=O)Nc4ccc(OC(F)(F)F)cc4)cc3c2=O)cc1 | 21% | 11%
Cc1ccc(C)c(NC(=O)CSc2ccc3nc(-c4ccccc4)cn3n2)c1 | -3% | -5%
CCOC(=O)c1cnc2c(C)cccc2c1Nc1ccc(OC(C)C)cc1 | -15% | -8%
